# CYP2C19 act: increases human CYP2C19 enzyme activity. P33261. recombinant CYP2C19, luciferin-H EGE luminescence; hits give high values; 0 = fully inhibited enzyme, 1 = untreated enzyme. activation factor at 5 µM. 96,000 tested, under 10 active. AID 1025;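 active = activation factor of at least 2 at 5 µM in the primary screen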;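 also: 0 = wells with 2.5 mM tranylcypromine and 1 = vehicle-only wells; values of inactives mirror those of a sister screen read the other way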
# Target sequence (P33261 whole entry, looked up): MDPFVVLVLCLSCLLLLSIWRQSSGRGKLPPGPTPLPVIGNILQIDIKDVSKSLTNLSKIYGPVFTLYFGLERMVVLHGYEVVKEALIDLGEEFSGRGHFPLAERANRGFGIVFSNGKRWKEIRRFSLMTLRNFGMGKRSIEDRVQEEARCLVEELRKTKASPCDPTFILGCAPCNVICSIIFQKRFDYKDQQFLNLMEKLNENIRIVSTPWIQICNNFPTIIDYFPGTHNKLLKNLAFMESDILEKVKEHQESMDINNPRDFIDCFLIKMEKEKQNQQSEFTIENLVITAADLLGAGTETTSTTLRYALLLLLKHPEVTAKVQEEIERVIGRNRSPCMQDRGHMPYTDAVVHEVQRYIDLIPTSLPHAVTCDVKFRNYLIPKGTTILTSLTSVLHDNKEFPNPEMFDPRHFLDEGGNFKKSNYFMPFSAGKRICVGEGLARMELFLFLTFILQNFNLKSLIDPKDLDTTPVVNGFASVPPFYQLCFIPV
# Candida biofilm: kills Candida albicans biofilms; C. albicans biofilm + clotrimazole, Alamar Blue; AID 834; inhibition, % at 6 µM; hit rate 0.14% among 85,000;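 active = inhibition above 20%; inactive = inhibition below 20%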;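 also: preformed 24 hr biofilms exposed to compound for 48 hr; 0% = biofilm without compound and 100% = blank killed by clotrimazole plus chlorhexidine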
# DAT uptake mod: modulates human dopamine transporter uptake under cocaine; Q01959; LLC-PK1 hDAT cells, [14C]-dopamine uptake with cocaine IC80; actives deviate in either direction; AID 449768; hit rate 1.3% among 110,000; B-score at 10 µM;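 active = Z score or B-score, a plate-position-corrected score, falls beyond the plate's 99.7% confidence bounds, in either direction; inactive = both scores lie inside the 99.7% bounds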;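 also: scored against the spread of the other compound wells on the same plate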
# Target sequence (Q01959 whole entry, looked up): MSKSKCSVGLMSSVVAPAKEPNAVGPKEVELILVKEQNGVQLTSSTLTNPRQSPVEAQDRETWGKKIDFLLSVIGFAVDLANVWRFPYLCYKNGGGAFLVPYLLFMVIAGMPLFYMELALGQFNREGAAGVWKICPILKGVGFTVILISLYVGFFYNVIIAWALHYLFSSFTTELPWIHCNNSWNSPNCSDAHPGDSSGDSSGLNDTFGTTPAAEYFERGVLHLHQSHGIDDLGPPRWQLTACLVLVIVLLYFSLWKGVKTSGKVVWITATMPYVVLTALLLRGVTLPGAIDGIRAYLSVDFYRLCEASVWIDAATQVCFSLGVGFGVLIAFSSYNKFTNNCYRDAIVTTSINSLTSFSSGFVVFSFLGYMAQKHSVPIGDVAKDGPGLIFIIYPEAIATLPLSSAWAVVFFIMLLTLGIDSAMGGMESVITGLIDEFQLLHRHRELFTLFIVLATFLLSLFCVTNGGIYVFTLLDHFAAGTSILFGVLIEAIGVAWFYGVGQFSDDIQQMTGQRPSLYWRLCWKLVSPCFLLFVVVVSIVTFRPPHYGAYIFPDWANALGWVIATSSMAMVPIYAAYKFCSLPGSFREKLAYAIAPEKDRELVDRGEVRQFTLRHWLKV
# CYP2C9 inhib: human CYP2C9 inhibition. hit rate 20% among 96,000. P11712. inhibition, % at 5 µM. AID 777. CYP2C9 Supersomes, luciferin-H conversion, luminescence;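 active = blocking of liver enzyme CYP2C9 beyond about 50% at 5 µM, limit read from the data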; also: values of inactives mirror those of a sister screen read the other way
# CYP2C9 activ: increases human cytochrome P450 2C9 activity | P11712 | recombinant CYP2C9, luciferin-H conversion, luminescence; hits give high values; factor 1 = untreated enzyme, 0 = blocked | activation factor at 5 µM | hit rate 1.4% among 96,000;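 active = activation factor of 2 or more for CYP2C9 at a 5 µM dose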;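 also: 0 = sulfaphenazole-blocked wells and 1 = vehicle-only wells; values of inactives mirror those of a sister screen read the other way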
# VCAM1 TNFa inh: reduces TNF alpha induced VCAM1 expression in HUVEC; inhibition, % at 2 µM; hit rate 0.48% among 95,000; AID 802; HUVEC TNFa-induced VCAM-1 immunofluorescence, high-content imaging;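 active = inhibition above the batch mean plus 3 SD, with images confirmed as a hit by eye, cut at about 37% in these data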;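 also: 0% = TNF-stimulated DMSO wells and 100% = unstimulated control wells; not every result past the cut was called active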
# HUVEC tox IL1B: HUVEC cytotoxicity counter-screen, IL-1B stimulated | HUVEC cell count loss, Hoechst imaging | cell count reduction, % at 2 µM | hit rate 0.41% among 94,000;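 active = cell count reduction more than 3 SD above the screen-wide mean, cut at about 70% in these data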;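 also: normalized per plate to untreated control cells as the no-loss baseline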
# HUVEC tox TNFa: toxic to HUVEC cells under TNF alpha stimulation; HUVEC TNFalpha-stimulated, Hoechst cell count, imaging; cell count reduction, % at 2 µM; hit rate 0.17% among 93,000;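 active = cell count reduction exceeding the screen mean by over 5 SD, scaled to untreated wells per plate, cut at about 78% in these data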;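 also: cells counted after 24 h of TNF alpha exposure following the 1 h pretreatment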
# CYP2C19 inhib: human CYP2C19 inhibition; CYP2C19 Supersomes, luciferin-H EGE luminescence, 30 min; inhibition, % at 5 µM; P33261; hit rate 21% among 96,000; AID 778;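 active = CYP2C19 inhibition above a set limit at 5 µM in the primary screen, cut at about 50% in these data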;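 also: plate controls were negative control wells for no effect and 2.5 mM tranylcypromine positive control for full effect; values of inactives mirror those of a sister screen read the other way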
# * = called active by the depositor; nt = no result given.
SMILES,CYP2C19 act,Candida biofilm,DAT uptake mod,CYP2C9 inhib,CYP2C9 activ,VCAM1 TNFa inh,HUVEC tox IL1B,HUVEC tox TNFa,CYP2C19 inhib
O=C(c1ccco1)N1CCN(S(=O)(=O)c2cccc(C(F)(F)F)c2)CC1,0.2,nt,-1.8*,71*,0.3,5,-7,-22,83*
Cc1ccc2nc(SCC(=O)NCC3CCCO3)c(C#N)cc2c1 (stereo unspecified),0.8,5,0.16,24,0.8,-4,-11,-13,19
CC1CN(C)C(C)CC1NCc1ccc2c(c1)OCO2 (stereo unspecified),0.9,7,-0.42,5,0.9,nt,nt,nt,14
CCCSc1nc2c(c(=O)n1CC)SC(C)C2 (stereo unspecified),0.7,5,nt,46,0.5,14,-15,-30,31
O=C(NCC1CCCO1)C1CCN(C(=O)c2ccc(Cl)cc2)CC1 (stereo unspecified),0.9,6,-0.16,17,0.8,9,-47,-23,12
COc1ccccc1C(=O)NCc1ccccc1,nt,4,-0.42,nt,nt,-22,-46,-33,nt
COc1ccc(-c2cc3ccccc3n2CC(O)CN2CCN(CCO)CC2)cc1 (stereo unspecified),0.9,3,1.2,10,0.9,-2,-5,-28,12
CC(=O)Nc1ccc(NC(=O)CN2CCCC(C)C2)c(Cl)c1 (stereo unspecified),0.8,5,-0.9,18,0.8,4,2,-13,20
CCOC(=O)C(Cc1c[nH]c2ccccc12)NC(=O)c1ccco1 (stereo unspecified),0.2,1,-0.23,72*,0.3,8,-4,-13,78*
COCCCNc1nc(=S)[nH]c2cc(OC)c(OC)cc12,1,-3,-1.1,7,0.9,1,4,-26,2
COc1ccc(N2CCN(Cc3nc(N)nc(Nc4ccccc4OC)n3)CC2)cc1,0.8,5,0.81,18,0.8,6,-11,-7,18
Cn1ccnc1SCC(=O)c1cccc(Br)c1,0.1,nt,0.025,17,0.8,12,14,7,86*
Cn1c(CNc2ccccc2O)nc2ccccc21,0.3,11,-0.72,13,0.9,59*,-8,89*,70*
CC(C)CCNC(=O)Cn1cc2c(n1)CCCCC2,0.9,6,0.12,49,0.5,nt,nt,nt,6
O=C(CN1C(=O)COc2ccccc21)N1CCc2ccccc21,0.4,4,-0.23,42,0.6,25,-9,5,57*
CN1CCN(/C=N/c2c(C#N)cnn2-c2ccccc2)CC1,0.7,1,-1.1,8,0.9,-6,-20,4,31
Cc1ccc(N(C(C)C(=O)O)S(=O)(=O)c2c(C)n[nH]c2C)cc1 (stereo unspecified),0.9,2,-0.014,20,0.8,-8,5,-4,11
O=C(COc1ccccc1Br)N1CCN(c2ccccc2)CC1,0.1,5,0.0057,-4,1,1,-1,-42,95*
COC(=O)CNS(=O)(=O)c1ccc(C)cc1,1,nt,0.84,-7,1.1,22,14,-8,5
CCC(C(=O)Nc1cc(C)nn1-c1nc(C)cc(C)n1)c1ccccc1 (stereo unspecified),0.9,1,-0.2,34,0.7,27,2,-34,14
COc1ccccc1NC(=O)c1ccc(Cl)c(S(=O)(=O)N2CCOCC2)c1,0.5,9,0.29,51*,0.5,0,-22,58,46
O=C(CCS(=O)(=O)c1cccc2nsnc12)N1CCN(Cc2ccc3c(c2)OCO3)CC1,0.9,10,0.16,5,0.9,10,-10,-8,6
Nc1nc2ccc([N+](=O)[O-])c(N)c2s1,1.1,nt,-0.041,-1,1,-6,-3,7,-7
C=CCNC(=O)c1ccccc1S(=O)c1ccccc1C#N (stereo unspecified),1.1,nt,-0.072,-15,1.2,-20,-11,16,-13
COc1ccc(C(CNC(=O)c2cccc(Br)c2)N2CCCC2)cc1 (stereo unspecified),0.6,nt,-0.029,7,0.9,-24,4,-17,40
Cc1ccc2nc(Nc3ncc4c(n3)CCCC4=O)nc(C)c2c1,0.9,3,nt,0,1,nt,nt,nt,7
O=C1Nc2cc3c(cc2Sc2ccccc21)OCCO3,0.7,8,0.78,-6,1.1,-16,-14,-20,26
CCc1ccc(NC(=O)c2cc(C)on2)cc1,1,nt,-1.4,17,0.8,-2,18,-34,0
CC(C)(C)c1ccc(C(=O)OCCNC(=O)c2c(Cl)nc3ccccn23)cc1,0.4,1,0.18,92*,0.1,-1,-1,0,59*
COc1cccc(NS(=O)(=O)c2ccc(NC(C)=O)cc2)c1,0.4,4,-0.95,22,0.8,-15,-52,-5,60*
Cc1ccc2cc3c(NC(=O)c4ccco4)nn(C)c3nc2c1,1,-1,nt,20,0.8,9,-32,-3,2
Nc1ccc(-n2nncc2-c2ccco2)cc1,nt,7,-0.3,nt,nt,-6,5,6,nt
Cc1ccc(OCCCC(=O)Nc2ccc(N3CCOCC3)cc2)cc1,0.9,4,-0.7,15,0.8,17,10,14,14
Cn1c(Cn2nnc3ccccc32)nnc1SCC(=O)Nc1ccc2c(c1)OCO2,0.9,-4,-0.61,21,0.8,15,-36,-27,12
O=C(NCCc1c[nH]c2ccccc12)C(F)(F)F,0.7,6,0.8,3,1,-6,8,-9,30
Cc1cc(Br)ccc1OCC(=O)NNC(=O)c1ccc(NC(=O)C2CC2)cc1,1,nt,nt,0,1,4,-8,7,-2
O=C(Cc1csc(N2CCOCC2)n1)N/N=C/c1ccc(Cl)cc1Cl,0.8,nt,-0.0071,14,0.9,25,-26,6,25
COC(=O)Nc1ccc(C)c(NC(=O)OC)c1,0.9,-1,-1,31,0.7,-9,-41,-7,6
CCOC(=O)C1CCN(c2cc(=O)n(Cc3ccc(F)cc3)c(=O)[nH]2)CC1,1.1,5,-0.36,26,0.7,nt,nt,nt,-5
COC(=O)C1C(=O)C2=C(CC1C)NC(C)=C(C(=O)OCc1ccc(OC)cc1)C2c1ccc(C)o1 (stereo unspecified),0.4,10,2.9,80*,0.2,15,-11,-6,61*
CCCc1[nH]nc2c1C(c1ccc(O)c(OC)c1)C(C#N)=C(N)O2 (stereo unspecified),0.4,3,nt,24,0.8,-5,13,-8,60*
COc1ccccc1NC(=S)NCc1ccco1,0.4,3,-0.058,-34,1.3,3,4,-16,64*
CCn1c2ccccc2c2nnc(SCC(=O)Nc3c(C)n(C)n(-c4ccccc4)c3=O)nc21,0.8,nt,2.6,-7,1.1,6,-17,-5,16
CN1CCN(C(=O)c2cccc(COc3cc(Cl)ccc3Cl)c2)CC1,nt,nt,1.3,nt,nt,1,-24,-34,nt
CCS(=O)(=O)N1CCCC(C(=O)NCCN2CCC(Cc3ccccc3)CC2)C1 (stereo unspecified),1,10,nt,2,1,9,7,-18,5
CC(C)c1ccc(OCC(=O)NC(=S)Nc2ccc3c4c(cccc24)CC3)cc1,1,4,-0.6,-25,1.3,7,-4,-15,-4
O=C(Oc1ccc(-c2cnc3ccccc3n2)cc1)c1cc([N+](=O)[O-])ccc1Cl,1,nt,0.1,-12,1.1,11,-5,-9,-2
Cn1c(=O)c2cc(NC(=O)c3ccccc3Cl)c(=O)oc2n(C)c1=O,1,8,-1.6,18,0.8,nt,nt,nt,-1
Cc1cc2c3c(ccc(C)c3n1)N=CN2c1ccccc1,0.6,nt,1.2,56*,0.4,8,-1,-34,39
O=C(Nc1cccc2c1CCCC2)C1CCN(C(=O)NC2CCCCC2)CC1,1,7,0.72,2,1,10,18,-22,2
Cc1nc(CSc2ccc(Cl)cc2)cc(N2CCOCC2)n1,0.1,nt,0.12,12,0.9,-1,0,-11,94*
O=C(CN(Cc1ccccc1F)C(=O)Cn1nnc(-c2cccs2)n1)NC1CCCCC1,1,1,-0.31,31,0.7,27,-1,-13,4
COc1ccc(COn2c(=O)c(C)[n+]([O-])c3ccccc32)cc1OC,0.5,-3,1.3,74*,0.3,16,-13,-4,52*
COc1ccccc1NC1SC(=O)N(c2ccccc2)C1=O (stereo unspecified),0.8,3,-1,-14,1.1,4,-13,-7,16
COc1ccc(N2CC(C(=O)Nc3ccc(F)cc3F)CC2=O)cc1 (stereo unspecified),1,6,0.053,12,0.9,9,-29,-12,-2
O=[N+]([O-])c1c(NCCO)cc(Sc2nc3ccccc3s2)c2nonc12,0.7,nt,1.4,12,0.9,4,-12,-4,28
COc1ccc(C(=O)NC2CCN(C(=S)Nc3cccc(C)c3C)CC2)cc1,1.1,nt,nt,-13,1.1,15,22,8,-8
COC(=O)Cc1nnc(NC(=O)C(C)C)s1,1,2,-0.19,-2,1,9,-2,-9,-1
CC1CCCN(c2nc3ccccc3nc2C(C#N)C(=O)OC2CCCCC2)C1 (stereo unspecified),1,-8,-1.4,17,0.8,11,27,-25,3
O=C(CSc1ccc(-c2nc3ccccc3[nH]2)cn1)N1CCN(C(=O)c2ccco2)CC1,0.8,2,1.5,42,0.6,16,-18,-21,24

# In the list so far, two have a CF3 group:
SMILES,CYP2C19 act,Candida biofilm,DAT uptake mod,CYP2C9 inhib,CYP2C9 activ,VCAM1 TNFa inh,HUVEC tox IL1B,HUVEC tox TNFa,CYP2C19 inhib
O=C(c1ccco1)N1CCN(S(=O)(=O)c2cccc(C(F)(F)F)c2)CC1,0.2,nt,-1.8*,71*,0.3,5,-7,-22,83*
O=C(NCCc1c[nH]c2ccccc12)C(F)(F)F,0.7,6,0.8,3,1,-6,8,-9,30

# Next compounds follow:
SMILES,CYP2C19 act,Candida biofilm,DAT uptake mod,CYP2C9 inhib,CYP2C9 activ,VCAM1 TNFa inh,HUVEC tox IL1B,HUVEC tox TNFa,CYP2C19 inhib
CCCCCOC(=O)NCCOC(=O)Nc1ccc(C(=O)OCC)cc1,1,5,1.7,48,0.5,0,-10,-35,4
COC(=O)c1cc(C(=O)OC)cc(N2C(=O)CC(N3CCN(c4ccccc4)CC3)C2=O)c1 (stereo unspecified),0.9,10,0.17,49,0.5,4,4,-8,12
Cc1ccc(CN(CC2CCCO2)C(=O)CN2C(=O)C(C(C)C)Oc3ccccc32)o1 (stereo unspecified),0.8,7,0.5,20,0.8,nt,nt,nt,17
O=C(N/C=N/O)C1=NOC(CNc2ncc(C(F)(F)F)cc2Cl)C1 (stereo unspecified),0.2,3,0.33,5,0.9,-13,-23,-20,77*
COc1ccc(C(=O)Cn2nnc(-c3ccccc3-n3cnnn3)n2)cc1,0.7,4,-0.76,-14,1.1,15,-29,-20,32
N#CC(C(=O)NC1CCCCC1)c1nc2ccccc2nc1N1CCOCC1 (stereo unspecified),0.8,3,nt,2,1,nt,nt,nt,18
Cc1c(N2C(=O)c3ccc4c5c(ccc(c35)C2=O)CC4)c(=O)n(-c2ccccc2)n1C,1,8,-0.75,-23,1.2,-18,-54,-48,2
O=C(OCCN1CCCCC1)c1ccccc1Cl,0.4,-3,nt,1,1,-2,-1,-19,60*
CCc1ccccc1N(CC(=O)Nc1cccc(N(C)S(C)(=O)=O)c1)S(C)(=O)=O,0.8,0,nt,30,0.7,16,48,-7,23
Cc1oc2c(c(=O)c1C)C(=O)CC(c1ccccc1)C2 (stereo unspecified),0.8,0,-0.41,-15,1.2,nt,nt,nt,22
O=C(NCC(c1ccco1)N1CCCC1)c1ccccc1F (stereo unspecified),0.9,nt,-0.81,17,0.8,-1,-9,-6,10
COc1ccc(S(=O)(=O)Nc2ccc(S(=O)(=O)N3CCCCC3)cc2)cc1OC,0.5,9,0.18,93*,0.1,21,-10,38,52*
Cc1ccc(CN(c2ccc(C(=O)N3CCOCC3)cc2)S(C)(=O)=O)cc1,0.9,8,-0.3,15,0.9,nt,nt,nt,13
Cc1cc(NC(=O)CSc2nc3c(sc4ccccc43)c(=O)n2CCCN2CCOCC2)n[nH]1,0.5,8,-0.08,20,0.8,8,2,-30,52*

# From PubChem BioAssay

# Random draw from the library. About 29% of those tested had a hit in this group.
